Assay outcomes from PubChem BioAssay.
CendR NRP1 mod: NRP-1/CendR interaction modulation; O14786; FAM-RPARPAR peptide binding to NRP-1, fluorescence polarization; inhibition, % at 25 µM; 360,000 tested, 0.85% active;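 active = inhibition or corrected inhibition above about 18%, plus a signal ratio from 0.5 to 1.5, limit read from the data, passing the limit was not always enough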; note: strong numbers were not always called active
STEP inh: blocks human striatal-enriched tyrosine phosphatase; inhibition, % at 20 µM; recombinant STEP, OMFP fluorogenic substrate, fluorescence; 360,000 tested, 0.25% active; AID 588621;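 active = inhibition at 20 µM, scaled per plate between control wells, above about 37%, limit read from the data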;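 note: 0% = DMSO with enzyme and substrate and 100% = substrate only without enzyme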
Target sequence (P54829 whole entry, looked up): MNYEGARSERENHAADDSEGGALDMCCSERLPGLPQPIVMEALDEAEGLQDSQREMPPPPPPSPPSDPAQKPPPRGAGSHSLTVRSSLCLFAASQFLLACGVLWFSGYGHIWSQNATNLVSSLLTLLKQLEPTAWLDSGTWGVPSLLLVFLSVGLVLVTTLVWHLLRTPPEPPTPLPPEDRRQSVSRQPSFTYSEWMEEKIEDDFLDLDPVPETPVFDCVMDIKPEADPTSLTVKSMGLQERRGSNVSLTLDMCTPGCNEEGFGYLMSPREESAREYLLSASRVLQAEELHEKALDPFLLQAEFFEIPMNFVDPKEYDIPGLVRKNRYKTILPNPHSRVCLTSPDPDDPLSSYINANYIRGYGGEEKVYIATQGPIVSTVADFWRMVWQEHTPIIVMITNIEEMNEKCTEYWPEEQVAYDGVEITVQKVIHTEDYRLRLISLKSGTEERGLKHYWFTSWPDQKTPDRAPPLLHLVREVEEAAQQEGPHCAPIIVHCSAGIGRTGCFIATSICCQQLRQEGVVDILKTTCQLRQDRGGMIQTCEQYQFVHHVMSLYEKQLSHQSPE
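Assay system: isolated STEP enzyme / Timing: 20 min at room temperature, dark / Doses: 20 µM, 1% DMSO / Technique: fluorescence intensity, excitation 480 nm, emission 540 nm / Reagent: fluorogenic phosphatase substrate OMFP at 25 µM final / Measure: percent inhibition scaled to no-enzyme and uninhibited-enzyme controls, plate-pattern corrected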
NadD block: blocks S. aureus nicotinate mononucleotide adenylyltransferase. purified NadD enzyme, colorimetric absorbance read-out. inhibition, % at 20 µM. 360,000 tested, 0.78% active. AID 602399; in the data active = inhibition above about 26%; note: some compounds past the cut are filed as inactive
SKN-1 inh: blocks SKN-1 activity in C. elegans. inhibition, % at 21.8 µM. C. elegans VP596 Pgst-4::GFP/RFP ratio, acrylamide-induced, 24 h. 360,000 tested, 0.49% active. AID 624304;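 active = interference check ratio from 0.5 to 1.5 plus GFP to RFP signal ratio inhibition reaching or exceeding a fixed threshold, cut at about 30% in these data, passing the limit was not always enough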; note: some compounds called inactive have numbers as strong as hits
DNMT1 block: blocks human DNA methyltransferase DNMT1; P26358; DNMT1 molecular beacon, Hinp1I cleavage, fluorescence; inhibition (reported as % activation of signal), % at 10 µM; 360,000 tested, 0.83% active; AID 588458; in the data active = inhibition above about 50%
Neddylation inh: cullin neddylation inhibition; P61081+Q13564; TR-FRET cullin neddylation, biochemical; calls only at 25 µM; 360,000 tested, 0.58% active; in the data active = inhibition above about 36%
LMPTP block: LMPTP (human) inhibition; P24666; recombinant LMPTP-A, OMFP fluorogenic substrate, fluorescence intensity; inhibition, % at 20 µM; 360,000 tested, 0.22% active;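 active = compounds that cut the enzyme signal by at least half of the control window in the single-dose screen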;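 note: plate controls were DMSO wells with enzyme plus substrate for no effect and substrate without enzyme for full effect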
Target sequence (P24666 whole entry, looked up): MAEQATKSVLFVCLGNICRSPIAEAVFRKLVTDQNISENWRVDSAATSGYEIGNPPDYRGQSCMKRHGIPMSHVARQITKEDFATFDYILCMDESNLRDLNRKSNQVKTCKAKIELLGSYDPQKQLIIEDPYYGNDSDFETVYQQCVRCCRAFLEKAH
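test system = LMPTP-A | amount = 0.625 nM LMPTP-A final | reagent = fluorogenic phosphatase substrate OMFP at 400 µM final | incubation = 50 min at room temperature | benchmarks = no-enzyme low control, uninhibited high control | medium = Bis-Tris pH 6.0, DTT, detergent | signal = fluorescence intensity of OMFP turnover product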
Scp1 inh: Scp-1 (human) phosphatase inhibition. Q9GZU7. Recombinant Scp1, phosphopeptide, malachite green phosphate absorbance. inhibition, % at 20 µM. 340,000 tested, 0.88% active. AID 493091;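 active = inhibition above about 50% at 20 µM, limit read from the data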;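 note: plate controls were DMSO wells with enzyme for no effect and wells lacking enzyme for full effect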
Target sequence (Q9GZU7 76-261 limits assumed): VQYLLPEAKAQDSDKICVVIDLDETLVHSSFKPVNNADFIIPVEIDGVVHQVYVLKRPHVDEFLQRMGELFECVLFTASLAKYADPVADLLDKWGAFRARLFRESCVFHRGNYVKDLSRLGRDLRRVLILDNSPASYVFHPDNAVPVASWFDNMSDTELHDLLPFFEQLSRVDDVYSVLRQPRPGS
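Test system: SCP-1 catalytic domain; Buffer or medium: Acidic Tris acetate buffer with magnesium and detergent; Also added: Phosphorylated 17-residue peptide substrate; Compound: single 20 µM dose, 1% DMSO; Schedule: enzyme reaction 45 min at room temperature, colour 5 min, stabilisation 30 min; Signal: Phosphate-binding colour reagent, absorbance read at 630 nm.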
SUMO1-SIM PPI: alters human SUMO1 binding to SIM partners. SUMO1 binding to a labelled peptide, TR-FRET, 1 h. inhibition, % at 20 µM. 360,000 tested, 0.33% active. AID 602429; in the data active = inhibition above about 37%
Target sequence (P63165 whole entry, looked up): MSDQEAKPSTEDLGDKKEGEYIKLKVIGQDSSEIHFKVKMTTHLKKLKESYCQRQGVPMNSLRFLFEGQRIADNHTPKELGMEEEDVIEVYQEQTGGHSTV
Tb MetRS inh: blocks T. brucei methionyl-tRNA synthetase activity; purified T. brucei MetRS, ATP depletion, Kinase-Glo luminescence; 360,000 tested, 0.4% active; inhibition, % at 11.9 µM;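 active = inhibition above a per-plate cutoff of the control wells' mean inhibition plus 3 SD, cut at about 5.5% in these data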;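 note: 0% = DMSO wells median and 100% = median of wells with control inhibitor compound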
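Dosing: 11.9 µM single point; system: parasite MetRS enzyme; technique: luminescence of leftover ATP; times: 15 min enzyme-compound preincubation, 2 h reaction, 10 min detection, 25 °C; replicates: each compound tested once; read-out basis: percent inhibition relative to median high and low control wells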
The depositor's hits bear a star; i = inactive; nt = not tested or not shown; + = active, no number.

Start of the data: the first six entries as a preview:
SMILES	CendR NRP1 mod	STEP inh	NadD block	SKN-1 inh	DNMT1 block	Neddylation inh	LMPTP block	Scp1 inh	SUMO1-SIM PPI	Tb MetRS inh
COc1ncnc2c1oc1ccccc12	2	0	-3	20	0	i	-0.6	-4	-3	0.1
COCCN1C(=O)c2ccc(C(=O)NCc3cccnc3)cc2C1=O	-3	-3	-5	0	-3	i	0.1	1	-19	-0.7
COC(=O)c1ccn(-c2nc(-c3ccco3)cc(C(F)(F)F)n2)n1	9	-2	-2	0	1	i	-1.2	-8	1	-0.3
COc1ccc(OCCCn2cccc2/C=C2/C(=N)N3OC(C)=CC3=NC2=O)cc1	2	-4	1	11	-7	i	-0.4	-7	-14	-0.3
COC(=O)[C@]12CCCCC=C1N(Cc1ccc3c(c1)OCO3)C(=O)[C@H](CC(=O)N1CCSCC1)C2	7	nt	nt	-4	nt	i	-0.5	nt	-1	-0.6
CCOC(=O)c1ccc(NCCc2ccc(OC)c(OC)c2)c(N)c1	-8	-2	-5	12	-9	i	0.8	-10	10	-0.5

The whole of this part, from the first entry:
SMILES	CendR NRP1 mod	STEP inh	NadD block	SKN-1 inh	DNMT1 block	Neddylation inh	LMPTP block	Scp1 inh	SUMO1-SIM PPI	Tb MetRS inh
COc1ncnc2c1oc1ccccc12	2	0	-3	20	0	i	-0.6	-4	-3	0.1
COCCN1C(=O)c2ccc(C(=O)NCc3cccnc3)cc2C1=O	-3	-3	-5	0	-3	i	0.1	1	-19	-0.7
COC(=O)c1ccn(-c2nc(-c3ccco3)cc(C(F)(F)F)n2)n1	9	-2	-2	0	1	i	-1.2	-8	1	-0.3
COc1ccc(OCCCn2cccc2/C=C2/C(=N)N3OC(C)=CC3=NC2=O)cc1	2	-4	1	11	-7	i	-0.4	-7	-14	-0.3
COC(=O)[C@]12CCCCC=C1N(Cc1ccc3c(c1)OCO3)C(=O)[C@H](CC(=O)N1CCSCC1)C2	7	nt	nt	-4	nt	i	-0.5	nt	-1	-0.6
CCOC(=O)c1ccc(NCCc2ccc(OC)c(OC)c2)c(N)c1	-8	-2	-5	12	-9	i	0.8	-10	10	-0.5
Cc1cc(N2CCN(C(=O)Nc3ccc(F)cc3F)CC2)c2ccccc2n1	-6	-3	-6	15	0	i	29	-15	2	-0.8
CCOc1ccc(-c2cc(C(=O)N3CCCC3)c3ccccc3n2)cc1	10	-1	-6	-5	0	nt	0.0	-4	-6	-0.3
Cn1c(SCC(=O)N/N=C/C=C\c2ccccc2[N+](=O)[O-])nc2ccccc21	-1	1	1	4	-1	i	-0.6	2	-15	-0.4
O=CN(Cc1ccco1)C1(C(=O)NC2CCCCC2)CCCCC1	-4	-1	8	7	2	i	-2.1	-2	-1	-1.1
O=c1[nH]c(-[n+]2ccc3ccccc3c2)c(/C=N/N=C(\[O-])c2ccccc2)s1	-1	3	2	3	-1	i	1.7	0	-37	0.5
COc1ccc(/C=N/OCC(=O)Nn2c(C)nc3ccccc3c2=O)cc1	-1	0	-1	1	1	i	-2.6	-8	7	-0.1
CC(=O)NC1(C(F)(F)F)NC(=O)N(CC(C)C)C1=O (centres undefined)	12	0	3	7	-1	i	-1.5	-9	3	-0.6
COc1ccc(NC(=S)N2CCN(S(=O)(=O)c3ccc(OC)cc3)CC2)cc1	-2	0	2	6	-1	i	-1.7	-6	3	-0.5
O=C(/C=C/c1c(Cl)cccc1Cl)n1cccn1	3	2	5	10	2	i	0.9	-8	4	-0.2
CC1CCN(c2cc(N3CCC(C)CC3)c([N+](=O)[O-])cc2/C=C(\C#N)c2nn(-c3ccccc3)c(N)c2C#N)CC1	-13	4	51*	2	3	i	2.8	5	-6	-0.9
CC(C)c1ccc(Oc2cccc3c2S(=O)(=O)N(C2CCCC2)CC(COCc2ccccc2)O3)cc1 (centres undefined)	7	2	5	10	6	i	3.4	-17	1	-1.1
Nc1c(C(=O)N/N=C/c2cccnc2)oc2nc(-c3ccco3)cc(-c3ccco3)c12	1	-1	21	7	-7	i	45	44	25	-0.6
Cc1ccc(-c2csc3nc[nH]c(=O)c23)c(C)c1	12	0	-5	3	3	i	-0.1	-6	-5	-0.1
CNc1ccc(S(=O)(=O)NC)cc1[N+](=O)[O-]	-2	-3	0	6	2	i	-0.1	4	-20	-1.2
CC(C)OC(=O)c1c(NC(=O)CCn2nnc3ccccc32)sc2c1CCCC2	17	5	7	-16	-6	i	6.2	-15	-1	-0.2
CCn1c2ccccc2c2cc(NC(=O)c3ccc(C)c([N+](=O)[O-])c3)ccc21	-5	3	9	8	-12	i	1.0	-10	-2	-0.3
COc1cnc(-c2ccccn2)nc1Oc1ccc(Cl)c2ccccc12	5	1	27	5	-10	i	1.5	0	10	0.0
COC(=O)c1ccc(CN2CCN(CCC(C)C)C(CCO)C2)cc1 (centres undefined)	7	-4	-3	2	0	i	0.2	-4	-3	-0.6
CC1=CC(C)(C)[N+](C)(C)c2ccccc21	22	-2	14	2	-2	i	-1.1	72*	4	1.7

(list continues)
SMILES	CendR NRP1 mod	STEP inh	NadD block	SKN-1 inh	DNMT1 block	Neddylation inh	LMPTP block	Scp1 inh	SUMO1-SIM PPI	Tb MetRS inh
CC(C)Cn1c(=O)c2c(c3ccccc31)OC(C)C(=O)N2 (centres undefined)	-7	-5	-2	-4	4	i	-0.1	4	-1	-1.6
COc1ccc(C(=O)NCC(=O)OCC(=O)NC(=O)NC2CCCCC2)cc1OC	-1	3	-4	45	1	i	-1.2	-5	5	0.1
O=C(CS(=O)(=O)c1ccc(Br)cc1)N1CCOCC1	-15	-1	-1	16	2	i	-0.6	1	0	-0.3
C=C1CC2(CC(c3ccccc3)OC(c3ccccc3)C2)OC1=O (centres undefined)	1	4	-3	3	-1	i	-0.4	-16	4	0.5
O=C(Cn1c(=O)oc2ccccc21)N1CCOCC1	10	-1	0	-2	1	i	-1.8	7	-6	-1.1
O=C(C1CCCN(S(=O)(=O)c2ccc(Cl)cc2)C1)N(Cc1cccs1)C1CC1 (centres undefined)	-2	-6	-7	-22	-5	i	2.6	-16	4	-0.5
CC(C)(C)NC(=O)CSC(=Nc1ccccc1F)NC#N	-51	-1	1	-4	53*	i	-0.2	-2	1	0.4
Cc1ccc(NC(=O)[C@H](CC(C)C)NC(=O)[C@@H]2Cc3ccccc3CN2)cc1	21*	2	-11	10	1	i	-1.8	-5	3	-0.2
O=C(CNC(=O)c1ccc(Cl)cc1Cl)OCCOc1ccccc1F	0	0	-1	11	-3	i	-1.0	-8	-1	0.3
CC1CCCN(CC(O)COCc2ccccc2)C1 (centres undefined)	0	-3	0	-8	2	i	-1.3	-4	1	-0.6
CC(C)C(=O)Nc1nc2cc3c(cc2s1)OCO3	2	2	-4	-5	6	i	-0.4	-5	6	-0.5
COc1ccc(-c2coc3c(C(=O)NCC4CC4)cccc23)c(C)c1	2	5	-7	-14	-1	i	3.7	nt	7	-0.2
CCOC(=O)C1(CCCc2ccccc2)CCN(C(=O)c2cnn(CC)c2)CC1	-3	-1	-6	-9	-3	i	0.4	6	2	-0.9
O=C(NCC(=O)N1CCN(c2ccccc2F)CC1)c1ccco1	0	-2	0	6	1	i	1.8	-4	5	-0.4
Cn1c(-c2ccc(N)cc2)nc2ccccc21	10	0	-1	2	-1	nt	4.2	-2	-1	-0.3
CC(C)NC(=O)NC(=O)CSc1nnc(COc2ccccc2Cl)o1	2	-2	-3	9	2	i	-0.5	-7	0	-1.0
N#CCSc1nnc(COc2cccc3ccccc23)n1-c1ccccc1	-6	5	-1	6	-5	i	2.2	-10	-1	0.2
CC(C)NC(=O)c1ccc(S(=O)(=O)N(C)C)cc1	2	-2	1	-8	3	i	-0.2	-2	-1	-0.3
CN(C(=O)CO/N=C/c1ccc(Cl)cc1)c1ccccc1	1	-4	-5	-2	-1	i	0.5	-5	-5	-0.5
CCc1cccc(C)c1NC(=O)c1ccc(CN2CCc3ccccc3C2)cc1	-11	0	4	-1	-4	i	1.3	-2	0	-1.0
Cc1ccc2nc(C3CCCN(C(=S)Nc4cccc(C)c4C)C3)[nH]c2c1 (centres undefined)	4	0	1	-7	1	i	1.0	0	3	-0.4
CN1CCN(NC(=O)CN(C)S(=O)(=O)c2cc(Cl)ccc2Cl)CC1	10	0	6	-8	1	i	0.3	5	-2	-0.1
O=C(NCc1cccnc1)c1ccccn1	-24	-1	-4	-23	1	i	-2.0	-4	-1	-1.1
COc1ccc(CNC(=O)C2Cc3c(-c4cccc(C(C)=O)c4)ccnc3O2)cc1OC (centres undefined)	0	3	4	-10	2	i	-0.7	nt	-1	0.5
COc1ccc([C@H]2CC(=O)C=C(c3ccc4c(c3)OCO4)C2)cc1OC	16	2	-1	-3	-1	i	0.1	-2	-31	-0.3

More entries.
SMILES	CendR NRP1 mod	STEP inh	NadD block	SKN-1 inh	DNMT1 block	Neddylation inh	LMPTP block	Scp1 inh	SUMO1-SIM PPI	Tb MetRS inh
Cc1oc2cc3oc(=O)c(CCC(=O)NCCCC(=O)O)c(C)c3cc2c1C	6	2	-6	10	-1	nt	1.4	8	0	-1.7
Cc1ccc(NS(=O)(=O)c2cc3c4c(cccc4c2)C(=O)NC3=O)cc1C	-21	-1	6	23	18	i	1.0	-2	-22	0.3
COc1ccc(N(CCOc2ccccc2)S(=O)(=O)c2ccccc2)cc1	18	-2	7	-10	-1	i	2.6	-12	2	-0.7
CCn1cc(S(=O)(=O)Nc2cc(C)ccc2F)cn1	22	-2	-2	8	3	i	-0.7	-6	-2	-0.3
COc1ccc(-c2csc(N3CCC(c4ccccc4)CC3)n2)cc1	2	2	8	-1	2	i	1.6	-3	-4	-0.9
CC(=O)c1cccc(NC(=O)C2(C)Cc3c(-c4ccccc4)ccnc3O2)c1 (centres undefined)	-4	2	-8	16	-2	i	2.0	nt	5	-0.1
CC1(C)Cc2c(C#N)c(N)n(-c3ccccc3)c(=O)c2CO1	-6	1	-3	-9	1	i	-1.1	-5	3	-0.7
CN(C)c1nnnn1-c1ccccc1Oc1ncc(C(F)(F)F)cc1Cl	-5	1	-7	9	0	i	1.1	-3	2	-0.9
COC(=O)c1ccc2nc(-c3ccc(F)cc3)c(Cc3ccccc3OC)n2c1	-33	nt	12	-6	nt	+	4.4	nt	3	0.1
O=C(CSc1nnc(Cc2ccccc2)n1-c1cccc(Cl)c1)NNC(=O)Cc1ccccc1	-3	-4	7	9	-4	i	-1.2	4	3	-0.1
CN(C(=O)c1ccccc1)c1nccnc1C#N	8	-1	-2	-2	2	i	-2.3	4	-3	-1.4
CCOC(=O)C1C(=O)C(=O)N(C2CCCCC2)C1C(=O)OCC (centres undefined)	14	-5	1	6	1	i	-0.8	-5	1	0.0
